# GSIS activator: GLuc luminescence reporter in INS-1E cells, primary screen for activators of glucose-dependent secretion of insulin; INS-1E GLuc reporter insulin secretion, 2-3 h; activation, % at 16.6 µM; 370,000 compounds, 0.61% hits;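 active = lowest replicate activation of at least 40%, so every replicate reaches that level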;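 note: 0% = median of neutral control wells and 100% = median of IBMX positive control wells; some compounds called inactive have numbers as strong as hits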
# F508del corr: CFTR F508del correction in bronchial cells | CFBE cells, YFP halide quenching; stimulated with forskolin plus potentiator P3; % fluorescence drop versus neutral controls | activity (quench increase), % at 7.58 µM | 350,000 compounds, 0.36% hits | AID 720511;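 active = mean added fluorescence quench of at least 8% versus neutral control, with both replicates also reaching 8%; inconclusive = only one of the mean or replicate conditions met; inactive = mean below 8% and not both replicates reaching 8%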;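 note: cells transiently co-express mutant CFTR-F508del with the halide-sensitive YFP; corrector assay measuring rescue of mutant channel to the surface after 24 h compound exposure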
# XiGFP reactiv: activators of X-chromosome reactivation in mouse fibroblasts | XiGFP mouse fibroblasts, % GFP-positive cells imaging, 3 d; cells co-treated with 5-aza-dC sensitizer; scaled so ellipticine positive control = 100% | activation, % at 7.58 µM | 360,000 compounds, 0.055% hits;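 active = mean normalized replicate activation at least 10% and every replicate at or above 10%; inconclusive = only one of the two criteria met; inactive = mean below 10% and not all replicates reach 10%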;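 note: 0% = median of on-plate neutral control wells and 100% = ellipticine 6 µM median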
#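 Schedule: 3 d treatment, 15 min room-temperature fixation; system: 68-5-11 XiGFP fibroblast line; buffer or medium: DMEM plus 5-aza-dC sensitizer; control set: ellipticine 6 µM positive control; compound: one concentration, pinned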
# ARNT TACC3 PPI: disrupts binding between human ARNT and TACC3; inhibition, % at 9.99 µM; Q9Y6A5; AID 623870; AlphaScreen His-ARNT PAS-B/GST-TACC3 binding, luminescence; TACC3 fragment carries E629A point mutation; 390,000 compounds, 0.66% hits;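 active = mean inhibition of replicates at least 50% and at least half of replicates each reaching 50%; inconclusive = half or more replicates reach 50% but mean below 50%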;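 note: 0% = complete ARNT plus TACC3 wells and 100% = ARNT alone without TACC3; many hits fall short of the cut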
# ERp5 block: inhibitors of human ERp5; 350,000 compounds, 0.05% hits; ERp5 insulin aggregation, absorbance 650 nm, 90 min; inhibition, % at 9.99 µM; AID 651711;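 active = mean replicate inhibition above about 25%, with every replicate also reaching it, limit read from the data, passing the limit was not always enough; inconclusive = only one of those two criteria met; inactive = neither criterion met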
# Target sequence (Q15084 whole entry, looked up): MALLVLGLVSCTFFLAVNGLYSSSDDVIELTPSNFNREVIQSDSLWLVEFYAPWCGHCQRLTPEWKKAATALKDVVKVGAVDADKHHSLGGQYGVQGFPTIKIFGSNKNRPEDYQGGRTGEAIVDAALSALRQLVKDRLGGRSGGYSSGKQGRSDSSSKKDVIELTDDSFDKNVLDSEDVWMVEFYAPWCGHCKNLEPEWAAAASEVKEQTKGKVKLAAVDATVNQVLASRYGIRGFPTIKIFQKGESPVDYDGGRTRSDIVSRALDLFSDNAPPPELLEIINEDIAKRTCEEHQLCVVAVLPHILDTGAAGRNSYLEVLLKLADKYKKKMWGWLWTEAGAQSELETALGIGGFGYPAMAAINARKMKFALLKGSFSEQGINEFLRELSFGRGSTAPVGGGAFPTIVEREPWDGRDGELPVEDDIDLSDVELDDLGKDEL
# DENV2 CPE: DENV2-induced cell death inhibition; 350,000 compounds, 1.7% hits; CPE inhibition, % at 9.99 µM; DENV2-infected cells, cytopathic effect rescue, plate reader; in the data active = CPE inhibition above about 20%, passing the limit was not always enough; inconclusive = no clear call, values can overlap the other calls; tested in BHK-21 cells;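 note: 0% = median of neutral control wells and 100% = median of positive control wells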
# PAX8 reporter: PAX8 transcriptional activity inhibition; RMG-I TPO-luciferase reporter, SteadyGlo, 24 h; 360,000 compounds, 1.2% hits; inhibition, % at 12.6 µM;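 active = mean replicate inhibition at least 60% with every replicate also reaching 60%; inconclusive = only one of the two criteria is met; inactive = mean below 60% and not all replicates reaching 60%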;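 note: luciferase light reporting Pax8 driven TPO promoter activity; plate controls were median of neutral control wells for no effect and mitoxantrone controls for full effect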
# EWS-Fli inh: inhibitors of EWS/Fli oncoprotein transcriptional activity | 350,000 compounds, 0.67% hits | inhibition, % at 12.6 µM | A673 NR0B1-luciferase reporter, viability-normalised;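 active = mean inhibition of at least 50% after viability correction, with every replicate also passing that limit; inconclusive = mean reaches 50% but only one of two replicates passes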;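 note: firefly luciferase signal divided by Alamar Blue viability fluorescence both relative to DMSO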
# Numbers without * were called inactive; ? = inconclusive; nt = no result given.
# Start of the listing, in advance, two compounds:
SMILES,GSIS activator,F508del corr,XiGFP reactiv,ARNT TACC3 PPI,ERp5 block,DENV2 CPE,PAX8 reporter,EWS-Fli inh
COc1ccc(NC(=O)C(CC(C)C)NC(=O)C2CCC(C)CC2)cc1 (stereo not drawn),19,-0.8,0.2,0,-2,0,-5,-1
Cc1ccc2occ(-c3nn[nH]n3)c(=O)c2c1,5,2.3,-0.1,0,1,nt,27,19

# All compounds of this part (from the top)
SMILES,GSIS activator,F508del corr,XiGFP reactiv,ARNT TACC3 PPI,ERp5 block,DENV2 CPE,PAX8 reporter,EWS-Fli inh
COc1ccc(NC(=O)C(CC(C)C)NC(=O)C2CCC(C)CC2)cc1 (stereo not drawn),19,-0.8,0.2,0,-2,0,-5,-1
Cc1ccc2occ(-c3nn[nH]n3)c(=O)c2c1,5,2.3,-0.1,0,1,nt,27,19
O=C(CN1C(=O)NC2(CCCC2)C1=O)NCc1cccc(Cl)c1,-11,-3.7,0.0,-7,5,-3,2,11
Cc1ccc(C)c(Cn2nc3c4ccccc4n(Cc4ccccc4)cc-3c2=O)c1,-17,-0.3,0.4,nt,1,0,8,8
CCOC(=O)C1=NN2C(O)C3(C)CC(C(=O)OCC)=NN3C(O)C2(C)C1 (stereo not drawn),1,0.7,0.0,nt,3,?,1,16
C[C@@H]1CN([C@@H](C)CO)S(=O)(=O)c2ccc(Br)cc2O[C@H]1CN(C)CC1CCOCC1,4,0.2,-0.6,9,nt,-5,1,-8
COC(=O)Cc1ccc(NC(=S)NCc2ccc(Cl)cc2)cc1,-7,nt,-0.1,5,nt,nt,-6,nt
Fc1ccc(CNc2ncccn2)cc1,6,1.8,0.1,26,4,0,13,-14
COc1ccc(Nc2nc(NCc3ccco3)nc(N/N=C/c3ccc(O)cc3)n2)cc1,-10,-1.7,0.0,12,3,-7,23,12
O=C(O)c1cc(O)ccc1NC(=O)c1cccc2ccccc12,-10,-0.7,-0.1,16,-2,4,-9,7
OC(CNc1nc(C(F)(F)F)nc2ccccc12)c1ccccc1 (stereo not drawn),1,-0.3,0.4,-1,3,-3,-12,3
S=C(NCC1CCCCC1)Nc1cccnc1,nt,-1.8,0.2,15,-3,0,4,5
COCC(=O)NC1(c2nnnn2CCOC(=O)Nc2ccc(Cl)cc2)CCCCC1,-27,-1.8,-0.1,-3,9,nt,9,4
O=C(OCC(=O)N1CCN(c2ccccc2)CC1)c1ccc(Cl)nc1,2,-5.1,0.6,-2,-1,18,-13,-1
C[C@@H]1CN([C@@H](C)CO)C(=O)Cc2cc(NC(=O)Cn3cnnn3)ccc2O[C@H]1CN(C)CC1CC1,-1,-0.2,0.2,-12,1,6,nt,-2
C[C@@H]1CCCCO[C@@H](CN(C)C)[C@H](C)CN([C@H](C)CO)C(=O)c2cc(NC(=O)Nc3ccc(C(F)(F)F)cc3)ccc2O1,14,-1.2,-0.1,9,-2,-13,63*,6
CCn1c(SCC(=O)NCC2CCCO2)nnc1-c1ccc(Cl)cc1 (stereo not drawn),6,-2.1,0.3,20,-1,8,3,13
OCC[C@H]1C[C@H](O)[C@@H](O)[C@@]2(CCCO2)O1,11,1.4,0.0,-26,-1,-1,-4,-36
CCCn1cnnc1CNC(=O)C1CCC(=O)N(CCc2ccc(OC)cc2)C1 (stereo not drawn),-10,-2.4,0.1,-4,-12,-4,-9,4
CCCNC(=O)N1C[C@H]2[C@@H](c3ccccc31)[C@@H](CO)N2CC1CCCC1,10,0.6,0.3,-16,0,14,-8,-2
CC(NCc1ccco1)C(=O)N1CCc2ccccc2C1 (stereo not drawn),1,-3.8,nt,-2,-2,-7,nt,7
CCOc1ccccc1C(=O)NCC(=O)Nc1ccc2c(c1)OCO2,15,-0.6,0.0,nt,1,14,-2,-2
Cc1ccc(C(=O)NCCc2c[nH]c3ccccc23)c(C)c1,2,0.7,-0.1,19,-3,11,-138,-70
COc1ccc(-c2cnc3c(c2)C(=O)N([C@H](C)CO)C[C@@H](C)[C@@H](CN(C)C(=O)C2CCCCC2)O3)cc1,-9,-0.9,-0.1,-1,0,1,-14,-9
C[C@@H]1CN([C@H](C)CO)C(=O)Cc2cc(NC(=O)Nc3ccccc3)ccc2O[C@H]1CN(C)S(=O)(=O)c1ccc(F)cc1,6,-5.5,-0.2,2,13,-6,2,-5

# Sorted by length of the SMILES (smallest number first): some entries from above.
SMILES,GSIS activator,F508del corr,XiGFP reactiv,ARNT TACC3 PPI,ERp5 block,DENV2 CPE,PAX8 reporter,EWS-Fli inh
Cc1ccc(C(=O)NCCc2c[nH]c3ccccc23)c(C)c1,2,0.7,-0.1,19,-3,11,-138,-70
CCOc1ccccc1C(=O)NCC(=O)Nc1ccc2c(c1)OCO2,15,-0.6,0.0,nt,1,14,-2,-2
O=C(CN1C(=O)NC2(CCCC2)C1=O)NCc1cccc(Cl)c1,-11,-3.7,0.0,-7,5,-3,2,11
COc1ccc(NC(=O)C(CC(C)C)NC(=O)C2CCC(C)CC2)cc1 (stereo not drawn),19,-0.8,0.2,0,-2,0,-5,-1
C[C@@H]1CN([C@@H](C)CO)C(=O)Cc2cc(NC(=O)Cn3cnnn3)ccc2O[C@H]1CN(C)CC1CC1,-1,-0.2,0.2,-12,1,6,nt,-2

# Carrying on.
SMILES,GSIS activator,F508del corr,XiGFP reactiv,ARNT TACC3 PPI,ERp5 block,DENV2 CPE,PAX8 reporter,EWS-Fli inh
S=c1[nH]c(-c2ccccc2)cs1,-15,-0.6,0.0,0,1,?,-28,-5
COc1ccccc1CNc1nc(NCC2CC2)nc2ccsc12,-8,-4.5,0.1,nt,0,-1,31,-16
COc1ccc(N2CC(C(=O)N[C@@H](CC(C)C)C(=O)NC3CCCC3)CC2=O)cc1 (stereo partly drawn),9,-0.4,0.0,-5,0,-5,-2,nt
Cc1cccc(CNC(=O)c2ccc3c(c2)N(C)CCS3)c1,-7,-3.4,0.2,6,0,10,-28,-3
CCN1CCN(C(CNS(=O)(=O)c2ccccc2)c2ccccc2)CC1 (stereo not drawn),15,0.3,0.0,-3,5,16,2,nt
O=C(CC1C(=O)NCCN1Cc1cccc(C(F)(F)F)c1)NCCc1cnccn1 (stereo not drawn),-7,3.1,-0.2,-2,-2,-15,4,-22
Cc1cccc(OCc2nnc(SCC(=O)O)n2Cc2ccccc2)c1,0,-2.8,-0.1,-6,-1,nt,4,-5
O=C(Nc1c2c(nn1-c1ccccc1)CS(=O)(=O)C2)C1CCCC1,45,0.9,-0.1,6,3,7,-4,nt
COc1ccc(C2CCc3cc4c(cc3C2=NOC(C)=O)OCO4)cc1OC (stereo not drawn),nt,4.9,0.2,nt,4,10,-7,2
CCOC(=O)N1CCN(C(c2ccnc3ccccc23)c2nnnn2-c2ccc3c(c2)OCCO3)CC1 (stereo not drawn),6,3.4,0.2,nt,-3,-1,21,24
Cc1nnsc1Sc1ccccn1,2,-3.2,0.0,-1,-2,-1,-2,-6
Cc1ccc(C(=O)Nc2cccc(-c3ccc(N4CCOCC4)nn3)c2)cc1[N+](=O)[O-],1,2.6,0.1,-3,3,2,-153,-82
CO[C@H]1CN(C)C(=O)c2ccc(NC(C)=O)cc2OC[C@@H](C)N(CCC(F)(F)F)C[C@H]1C,-4,1.6,0.2,-5,1,3,nt,-2
CSc1ncc(Cl)c(C(=O)Nc2cccc3ccccc23)n1,7,3.4,0.0,-11,0,-1,13,6
Cc1ccc(N2NC(=O)/C(=C/c3ccc(-c4ccc(Cl)c(C(=O)O)c4)o3)C2=O)cc1,7,nt,0.0,nt,-3,17,0,0
COc1ccc(NC(=O)c2ccc3c(c2)CCN3S(C)(=O)=O)cc1,nt,4.0,0.0,nt,-23,16,-26,-18
O=C(COc1ccccc1)OCC(=O)c1ccc(O)cc1O,7,3.3,0.0,nt,1,5,-9,-4
CCC(=O)N1C[C@@H](C)[C@@H](OC)CN(C)C(=O)c2cc(NC(=O)C3CCOCC3)ccc2OC[C@@H]1C,5,-1.9,-0.1,-6,-5,-5,-29,0
Cc1ccc2c(c1)Sc1c(ccc3ccccc13)N2,-5,0.6,0.2,10,4,3,-127,-208
C[C@H](NC(=O)[C@@H]1N[C@@H]2c3ccc(-c4cncnc4)c(=O)n3C[C@@H]2[C@H]1CO)c1ccccc1,10,-2.6,0.7,-14,-1,-1,-18,-5
COc1ccc(Cl)cc1NC(=O)CSC1=NN2CCCC(=O)N=C2S1,-9,1.2,-0.1,6,2,6,-4,8
COc1ccc(CN2CCN(c3ccc(F)cc3)CC2)c(OC)c1OC,4,nt,-0.1,5,nt,nt,13,nt
CCC(=O)N1[C@H](CO)[C@H](c2ccccc2)[C@@H]1CN(CC1CC1)S(C)(=O)=O,0,-1.2,0.0,nt,1,-1,nt,nt
Cc1cc(C)nc(NC(=O)c2ccc(Cl)cc2Cl)n1,68*,1.4,-0.1,2,-12,2,-18,-3
CC1=NN(c2nc(-c3ccc(C)cc3)cs2)C(=O)C1N=Nc1cccc(O)c1 (stereo not drawn),3,0.8,0.1,8,-6,6,11,2
# The results go on.
SMILES,GSIS activator,F508del corr,XiGFP reactiv,ARNT TACC3 PPI,ERp5 block,DENV2 CPE,PAX8 reporter,EWS-Fli inh
COc1ccc(Cl)cc1NC(=S)NCCN1CCOCC1,9,1.7,0.1,4,-2,-4,11,2
Cc1ccc(C(=O)OCC(=O)Nc2ccc(C)c(S(=O)(=O)N3CCCCC3)c2)o1,nt,-3.0,0.2,nt,6,-5,0,-6
COCCCNC(=S)Nc1ccc(OC(F)F)cc1C,-5,-1.6,0.0,-1,0,2,5,-5
CCC(=O)Nc1ccc(C(=O)NNC(=O)c2ccc(Cl)cc2)cc1,18,-7.2,-0.1,3,0,-11,-119,3
COc1cc(NC(=O)COc2ccc(Cl)cc2)ccc1-c1cc2ccccc2oc1=O,2,nt,0.0,-4,-3,-2,8,12
O=c1cc(-c2ccc(O)c(-c3c(O)cc(O)c4c(=O)cc(-c5ccc(O)cc5)oc34)c2)oc2cc(O)cc(O)c12,nt,3.3,0.1,3,0,nt,-6,3
COc1ccc(CN(C)C[C@@H]2OCCCC[C@H](C)Oc3ccc(NC(=O)Nc4ccc(OC)cc4)cc3C(=O)N([C@H](C)CO)C[C@H]2C)cc1,-31,1.9,0.1,-1,-5,-4,11,2
Cn1c(CNC(=O)c2ccc(Cl)cc2)nnc1SCC(=O)N1CCOCC1,7,3.0,0.0,1,-5,4,18,-9
COC(=O)Cc1ccc(NC(=S)NCc2ccccc2)cc1,-9,-2.3,0.1,-3,5,-7,-6,-1
Cc1cc(Nc2ccc(Cl)cc2)n2ncnc2n1,-19,-2.8,0.0,-3,1,0,-9,8
COc1ccc(/C=C/c2nnc(NC(=O)C(C)(C)C)s2)cc1,-6,3.6,-0.1,3,2,70*,-11,-45
C[C@@H]1CN([C@@H](C)CO)C(=O)c2cc(NC(=O)C3CC3)ccc2O[C@H]1CN(C)CC1CCCCC1,-1,0.0,0.3,-3,-3,3,-28,16
COC(=O)C1=CN(c2c(C)cc(C)cc2C)C(N)=C(C#N)C1c1cccc(F)c1 (stereo not drawn),-6,4.4,0.0,nt,-3,-18,-1,1

# Single values from the results shown.
# Under DENV2 CPE, COCCCNC(=S)Nc1ccc(OC(F)F)cc1C has the entry 2
# Under ARNT TACC3 PPI, Cn1c(CNC(=O)c2ccc(Cl)cc2)nnc1SCC(=O)N1CCOCC1 has the entry 1
# Under ERp5 block, COc1ccc(Cl)cc1NC(=S)NCCN1CCOCC1 has the entry -2

# Bioassay records (PubChem BioAssay)
